SENP8 block – inhibitors of human SENP8 protease; inhibition, % at 20 µM; 0.64% of 360,000 active; AID 602440; Q96LD8; recombinant SENP8, Nedd8 substrate fluorescence; in the data active = inhibition mostly above about 40%, no sharp cut-off; inactive = mostly below about 27%
Target sequence (Q96LD8 whole entry, looked up): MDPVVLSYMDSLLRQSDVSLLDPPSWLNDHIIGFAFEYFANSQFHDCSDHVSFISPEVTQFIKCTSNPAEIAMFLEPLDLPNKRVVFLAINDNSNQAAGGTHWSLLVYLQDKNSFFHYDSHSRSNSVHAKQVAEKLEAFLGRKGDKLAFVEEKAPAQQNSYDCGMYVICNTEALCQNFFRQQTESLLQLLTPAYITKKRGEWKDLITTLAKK
SENP1 FRET inh – SENP1 (human) catalytic domain inhibition; recombinant SENP1 catalytic domain, CyPet-SUMO1-YPet FRET cleavage; inhibition, % at 10 µM; 0.21% of 360,000 active;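 active = inhibition at least 30% at 10 µM, raw YFP signal under a set limit, fluorescence ratio 0.5 to 1.5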;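 note: 0% = enzyme with DMSO and 100% = no enzyme wells; some results filed as inactive read as strong as hits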
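Material: hSENP1 catalytic domain, recombinant; medium: Tris pH 8 with BME, BSA, NP40 and catalase; compound: single concentration of 10 µM compound, 0.5% DMSO final; technique: FRET read of cyan and yellow fluorescence; timing: 50 min enzyme reaction, room temperature, light-protected; reagent: SFCypet-SUMO1-SFYpet substrate at 25 nM; control set: no-enzyme low, enzyme-DMSO high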
hIAP activ – increases human intestinal alkaline phosphatase activity; P09923; purified human IAP, CDP-Star luminescence, 30 min; active compounds read high; 1 = vehicle-only enzyme, 0 = enzyme-free background; activation factor at 10 µM; 0.16% of 330,000 active;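 active = activation factor of the enzyme at least 2-fold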; note: the source names both 10 and 20 µM as test concentration; values of inactives mirror those of a sister screen read the other way
ATG4B inh – inhibitors of human ATG4B cysteine protease; Q9Y4P1; ATG4B cleavage of LC3-PLA2, NBD-HPC fluorescence, 1 h; inhibition, % at 8.33 µM; 0.51% of 340,000 active; AID 504462; in the data active = inhibition above about 40%
Target sequence (Q9Y4P1 whole entry, looked up): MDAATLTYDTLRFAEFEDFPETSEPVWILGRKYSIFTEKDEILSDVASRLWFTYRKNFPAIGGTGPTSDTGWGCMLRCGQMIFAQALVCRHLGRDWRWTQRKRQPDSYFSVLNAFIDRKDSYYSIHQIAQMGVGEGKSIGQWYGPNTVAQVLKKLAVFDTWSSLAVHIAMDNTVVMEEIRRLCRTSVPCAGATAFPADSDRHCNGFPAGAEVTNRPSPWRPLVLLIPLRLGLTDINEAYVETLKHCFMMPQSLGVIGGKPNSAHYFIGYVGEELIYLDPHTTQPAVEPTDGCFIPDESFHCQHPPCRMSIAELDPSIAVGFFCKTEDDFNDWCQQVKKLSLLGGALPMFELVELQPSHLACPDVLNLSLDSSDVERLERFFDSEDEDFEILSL
MPTP block – blocks calcium-induced mitochondrial swelling; isolated mouse mitochondria, Ca2+ swelling absorbance, 30 min; inhibition, % at 10 µM; 1.4% of 360,000 active; AID 602449;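 active = inhibition of 50% or more, scaled per plate between neutral and stimulator controls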;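 note: 0% = DMSO wells given calcium and 100% = 1 mM EGTA wells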
PfGluPho inh – PfG6PD (Plasmodium falciparum) enzyme inhibition. PfGluPho enzyme, NADPH resazurin-diaphorase fluorescence. inhibition, % at 20 µM. 0.78% of 350,000 active. AID 504690;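 active = inhibition reaching at least a set limit at 20 µM in the primary screen, cut at about 59% in these data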;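 note: 0% = DMSO wells with substrate and 100% = DMSO wells lacking glucose-6-phosphate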
NR3A LBD binder – NR3A (human) ligand-binding domain modulation; NR3A LBD differential scanning fluorimetry, Tm shift; 0% = protein alone, 100% = glycine-bound protein; Tm shift relative to glycine control, % at 25 µM; 2.5% of 340,000 active; AID 1259313;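 active = melting temperature shift of at least 10% of the positive control shift, at one fixed dose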
SENP6 inh – inhibitors of human SENP6 protease; Q9GZR1; Recombinant SENP6 catalytic domain, aminoluciferin luminescence; inhibition, % at 10 µM; 1.8% of 330,000 active;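 active = inhibition above about 50% at the single tested dose, limit read from the data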;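 note: plate controls were DMSO wells with enzyme for no effect and DMSO wells lacking enzyme for full effect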
Target sequence (Q9GZR1 628-1112 limits assumed): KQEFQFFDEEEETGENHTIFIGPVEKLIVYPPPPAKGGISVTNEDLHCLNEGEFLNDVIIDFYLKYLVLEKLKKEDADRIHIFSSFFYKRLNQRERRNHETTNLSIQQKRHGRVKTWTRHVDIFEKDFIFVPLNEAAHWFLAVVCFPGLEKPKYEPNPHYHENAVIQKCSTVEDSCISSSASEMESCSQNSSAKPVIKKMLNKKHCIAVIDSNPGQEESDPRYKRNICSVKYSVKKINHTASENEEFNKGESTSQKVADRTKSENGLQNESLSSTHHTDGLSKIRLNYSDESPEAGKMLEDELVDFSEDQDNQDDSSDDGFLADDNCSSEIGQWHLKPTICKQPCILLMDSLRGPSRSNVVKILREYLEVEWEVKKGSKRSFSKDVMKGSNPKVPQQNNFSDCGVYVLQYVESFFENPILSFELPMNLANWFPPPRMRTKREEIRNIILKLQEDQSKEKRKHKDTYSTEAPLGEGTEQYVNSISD
* marks the source's active call; other numbers are inactive results; i = inactive; . = not tested or not shown.

SMILES	SENP8 block	SENP1 FRET inh	hIAP activ	ATG4B inh	MPTP block	PfGluPho inh	NR3A LBD binder	SENP6 inh
Cc1c(Cl)cccc1NC(=O)CNc1ccccc1F	6	0	0.87	8	1.3	-2	0	5
Cc1cc2ccccc2n1CCNC(=O)C(C)Oc1ccccc1 (configuration not stated)	-68	-49	0.88	-28	-0.6	3	-3	-4
O=C(/C=C/c1ccccc1)NCc1ccco1	6	-4	0.96	8	-1.0	-8	1	-14
COc1ccc(N2CCN(c3ncnc4c3cnn4-c3ccc(C)cc3C)CC2)cc1	11	3	1.1	8	10	-13	0	-4
CCc1nc(Nc2cccc(OC)c2)c2oc3ccccc3c2n1	-276	1	1.2	15	-0.8	44	-14	-26
COc1ccc(C(=O)C[n+]2ccc3c(c2)nnn3-c2ccccc2)cc1	12	4	0.91	4	4.7	-8	-2	13
CCCCNC(=O)C1CCC(CNc2nc(=S)[nH]c3ccccc23)CC1 (configuration not stated)	5	-11	0.85	-5	-0.6	2	0	-13
COc1ccc(N2C(=O)C(Cl)=C(N3CCN(Cc4ccccc4)CC3)C2=O)cc1	17	2	.	-2	1.6	7	1	.
Cc1cccc(NC(=O)C2CC(=O)OC23CCCCC3)c1 (configuration not stated)	16	1	1	-2	1.9	-13	0	-3
CCc1c(C)sc(NC(=O)/C=C/c2ccc3c(c2)OCO3)c1C(=O)OC	-238	-22	0.83	-2	1.9	3	1	-23
COc1cccc(C(=O)NC2CC(C)(C)Cc3c2cnn3-c2cccc(F)c2)c1OC (configuration not stated)	6	-1	1	0	0.5	1	0	-15
O=C(Cc1cccs1)NCc1cccc(Cl)c1	19	1	0.93	5	-0.2	7	-1	-4
Cc1ccc(C)c(-n2c(Cc3cc(=O)[nH]c(=O)[nH]3)nnc2SCC(=O)NCC2CCCO2)c1 (configuration not stated)	11	3	0.88	-4	-0.6	-11	-1	-2
Cc1nnc(SCC(=O)NNC(=O)CC#N)[nH]c1=O	19	-1	1.1	-3	1.1	-5	-3	-2
CCN(CC(=O)NC1CCS(=O)(=O)C1)C(=O)/C=C/c1cccs1 (configuration not stated)	5	3	0.99	-7	-1.4	-2	1	-6
O=c1c(Cc2ccc(F)cc2)c(O)ccn1CCc1cnc[nH]1	14	-6	0.98	-13	-2.1	-3	1	-4
COc1ccc(Nc2nc(-c3ccccc3)cs2)cc1	8	4	0.93	13	1.9	8	-2	89*
CN1C(=S)NC(C)(C)CC1(C)c1ccc(O)cc1O (configuration not stated)	4	1	1	5	-1.0	-2	-6	4
O=C(CCN1CCCO1)N1CCCC(N2CCN(c3cccc(C(F)(F)F)c3)CC2)C1 (configuration not stated)	-7	-1	1.1	0	-0.2	-21	-1	-4
O=S(=O)(c1ccc(F)cc1)N1CCN(CC(O)COCc2ccccc2)CC1 (configuration not stated)	6	1	.	-6	0.2	-7	1	.
CS(=O)(=O)N(CC(=O)N1CCCC1)Cc1ccc(Cl)cc1	14	1	1	2	0.1	-10	-3	19
NC(=S)NNc1cc(Cl)cc(Cl)c1	9	0	0.94	-10	0.0	71*	-2	-10
CCCCC(NC(=O)Cc1c(C)c2cc3c(C)c(C)oc3c(C)c2oc1=O)C(=O)O (configuration not stated)	-302	-118	1	7	0.8	-25	-1	-15
COc1ccccc1CC(=O)Nc1cccc(C(=O)NN2C(=O)c3ccccc3C2=O)c1	25	1	1.8	-9	-0.4	-9	-5	-6
O=C(CCS(=O)(=O)c1ccc(Cl)cc1)Nc1cccc(S(=O)(=O)N2CCCCCC2)c1	8	0	.	-22	1.7	11	-6	.
COc1ccc2[nH]c3c(c2c1)CCN1C(=O)N([C@@H](C)C(=O)NCc2ccccc2OC)C(=O)[C@]31C	2	-5	1.1	-3	-1.1	11	-2	-11
CCCCN(CCCNC(=O)c1ccc(CS(=O)(=O)c2ccc(OC)cc2)o1)Cc1ccccc1	16	0	0.82	-3	-0.5	6	3	-2
CC(Oc1ccccc1Cl)C(=O)Nc1ccccc1C(=O)N1CCOCC1 (configuration not stated)	2	4	0.96	-1	1.7	5	2	-2
c1ccc(Cn2nnc3ccccc32)cc1	6	0	1.1	-5	0.3	9	0	-2
COC(=O)c1cc(S(=O)(=O)NCc2cccs2)c[nH]1	6	-2	1.1	-5	1.4	-15	-2	7
COc1cc(/C=C/C(=O)O)cc(S(=O)(=O)NNC(=O)c2cc(C)oc2C)c1OC	0	2	0.95	2	-0.1	-19	-1	-4
CC(C)(C)NC(=O)CSc1ccc(S(=O)(=O)N2CCOCC2)cn1	-2	-1	1.1	0	0.5	-16	0	-13
Cc1ccc(C)c(C(=O)NC(C)CCc2ccccc2)c1 (configuration not stated)	13	-1	1.1	-3	-0.6	3	-1	-17
COc1ccc(N2CC(O)=C(c3nc(-c4ccc(F)cc4)cs3)C2=N)cc1OC	-13	1	1	-34	3.7	15	-2	-14
CCCCNC(=O)O[C@@H]1C[C@H]2CCC(=O)N3CC[C@@H](C1)[C@@H]23	6	0	1.1	-8	-3.5	8	-1	-1
Cc1c(C(=O)N2CCC(Cc3ccccc3)CC2)cccc1[N+](=O)[O-]	9	0	0.99	7	-0.6	-7	3	5

Compound profiles, as listed above:
Cc1c(C(=O)N2CCC(Cc3ccccc3)CC2)cccc1[N+](=O)[O-] reads SENP8 block: 9; SENP1 FRET inh: 0; hIAP activ: 0.99; ATG4B inh: 7; MPTP block: -0.6; PfGluPho inh: -7; NR3A LBD binder: 3; SENP6 inh: 5
Cc1ccc(C)c(C(=O)NC(C)CCc2ccccc2)c1 (configuration not stated) reads SENP8 block: 13; SENP1 FRET inh: -1; hIAP activ: 1.1; ATG4B inh: -3; MPTP block: -0.6; PfGluPho inh: 3; NR3A LBD binder: -1; SENP6 inh: -17

Remaining list, next part.
SMILES	SENP8 block	SENP1 FRET inh	hIAP activ	ATG4B inh	MPTP block	PfGluPho inh	NR3A LBD binder	SENP6 inh
COc1ccc(N(CC(=O)NC2CCCCCC2)S(=O)(=O)c2c(C)nn(C)c2C)cc1	20	-1	0.97	-3	1.1	-20	3	3
COc1ccc(S(=O)(=O)NCCOc2ccccc2)cc1-n1cnnn1	2	0	0.95	7	-0.2	-16	0	13
Cc1ccc(NC(=O)CCC2CC(C)(C)OC2=O)cc1 (configuration not stated)	10	1	1.1	4	-0.4	-5	-2	7
COc1cc(C(=O)OCC(=O)c2ccc(S(=O)(=O)N3CCCCC3)cc2)cc(OC)c1OC	11	3	0.98	-12	2.0	5	1	0
Cc1ccccc1Nc1c([N+](=O)[O-])ccc2nonc12	25	2	0.96	5	-0.1	0	3	2
COc1ccc(NN=Nc2nc3c([nH]2)c(=O)n(C)c(=O)n3C)cc1	-26	0	0.96	-10	15	56	2	-12
Nc1ccccc1C#Cc1ccc2[nH]ccc2c1	-498	-3	0.99	-1	0.5	-6	19*	21
C=CCN(CC=C)CCCOc1ccc(Br)cc1Cl	10	0	1	-4	-1.0	13	0	2
C=CCn1c(SCC(=O)NC2(C#N)CCCCC2)nnc1-c1ccncc1	-33	-3	1	-5	-1.0	19	-1	-1
COc1cc(C(=O)OCC(=O)NC2CCCC2)cc(NC(=O)c2ccco2)c1OC	-43	-1	1.1	5	1.9	8	1	-19
CC(=O)Nc1c(-c2cc(=O)oc3cc(C)ccc23)oc2ccccc12	-287	-10	1.1	-5	0.8	15	0	-20
Cc1noc(C)c1COc1ccc(C(=O)OCC(=O)Nc2ccc(C(=O)N(C)C)cc2)cc1	-8	0	0.96	-4	0.1	-6	-3	-14
CCCc1nnc(SCc2ccc(C(=O)OC)o2)n1N	15	3	1	-4	-9.6	-21	1	3
CCCCN(CCCC)CC1OCc2ccccc2CO1	25	2	1.1	-9	0.8	10	0	-1
O/N=C(\c1ccc(Cl)cc1Cl)c1ncc(C(F)(F)F)cc1Cl	27	-1	1.2	-1	8.3	6	-4	-11
Cc1cc(C)n2c(Br)c(CSc3nc4ccccc4s3)nc2n1	-240	-6	1.1	-5	1.2	33	-3	-10
Cc1ccc(C)c(-n2sc3ccc(F)cc3c2=O)c1	17	1	0.97	-3	2.0	115*	0	-12
Cc1csc(=O)n1CCC(=O)OCc1nnc(-c2ccc(Cl)cc2)o1	0	1	0.94	9	-1.5	0	-2	2
COCc1cc(C)nc2sc3c(=O)n(-c4cccc5ccccc45)nnc3c12	-2	-3	0.88	-6	0.3	-3	2	4
Cc1ccc(-c2noc(CCC(=O)Nc3cccc(C#N)c3)n2)cc1	16	0	1.1	-9	1.8	18	-7	-8
Cc1ccc(C(=O)OCC(=O)Nc2cc(C(C)(C)C)no2)c(C)c1	7	2	0.98	-6	0.1	5	-10	-11
Cc1ccc(C(=O)Cc2nc3ccccc3[nH]2)cc1	-3	-25	1.3	1	-0.8	-8	-6	-20
CCn1nc2cc(C(=O)NCCc3cccs3)ccc2c1OC	i	1	0.97	2	1.2	-4	1	-4
O=C(NCCOc1ccccc1)c1cc([N+](=O)[O-])ccc1N1CCOCC1	16	0	0.99	-9	-1.2	-9	0	-19
O=C1CSC(=S)N1/N=C/c1ccc(O)c(O)c1O	53*	12	1.1	6	3.5	79*	0	-2
COCCn1c(=O)[nH]c(=O)c2cc(C(=O)c3cc(OC)ccc3O)cnc21	-55	-27	0.99	-13	0.5	-4	-3	2
Cc1c(Cl)cccc1Nc1nc(N)nc(CSc2ncccn2)n1	18	1	1.1	-12	7.9	0	0	4
O=C(C1CC1)N1CCC(c2nc(-c3ccc(S(=O)(=O)NCC4CCCO4)cc3)no2)CC1 (configuration not stated)	23	-1	1.1	18	66*	-8	-3	-22
CC1Cc2ccccc2N1C(=S)Nc1ccc(S(N)(=O)=O)cc1 (configuration not stated)	8	-8	0.95	-15	2.6	39	1	6
CC1=CC(C)C(COC(=O)CN2CCCCC2)C(C)C1 (configuration not stated)	1	0	0.98	-7	2.6	-5	11*	-6
Cc1ccc(C(=O)NNC(=S)NC(=O)c2ccc(Cl)cc2)cc1	9	3	1.6	2	91*	-19	-20	-2
COC(=O)c1ccccc1NC(=O)Cn1cnc2ccc(S(=O)(=O)N3CCC(C)CC3)cc2c1=O	-2	0	1.1	0	1.1	0	-1	12
C/C(=N\NC(=S)NCCc1ccccc1)c1ccc(C#N)cc1	19	2	1.1	-16	5.7	-4	-4	2
Cc1cc(C)c(S(=O)(=O)c2ccc(Cl)cc2)c(Cl)n1	9	3	1.1	-5	-0.9	24	-1	15
COc1ccc([C@H]2CC(=O)C=C(/C=C/Cc3ccccc3)C2)cc1	3	2	1.1	2	-0.2	-4	1	-8
O=C(Nc1ccccc1)C1=C[C@H](c2coc3ccccc3c2=O)C[C@H](OCCCCO)O1	8	1	0.86	-10	0.3	-2	3	-12

Results in SENP8 block, NR3A LBD binder and PfGluPho inh (three entries from above):
smiles | SENP8 block | NR3A LBD binder | PfGluPho inh
Nc1ccccc1C#Cc1ccc2[nH]ccc2c1 | -498 | 19* | -6
COc1ccc2[nH]c3c(c2c1)CCN1C(=O)N([C@@H](C)C(=O)NCc2ccccc2OC)C(=O)[C@]31C | 2 | -2 | 11
Cc1ccc(C(=O)OCC(=O)Nc2cc(C(C)(C)C)no2)c(C)c1 | 7 | -10 | 5

Going on with the list.
SMILES	SENP8 block	SENP1 FRET inh	hIAP activ	ATG4B inh	MPTP block	PfGluPho inh	NR3A LBD binder	SENP6 inh
Cc1onc(-c2c(Cl)cccc2Cl)c1C(=O)Nc1ccc(C(N)=O)cc1	0	0	1	-3	1.7	8	-2	10
COc1cc(OC)cc(C(=O)N[C@H](C(=O)OCC(=O)Nc2ccc3c(c2)OCO3)C(C)C)c1	12	2	1	1	-1.8	12	-1	17
Cc1ccc(-c2cc(C(=O)N3CC(C)OC(C)C3)c3ccccc3n2)o1 (configuration not stated)	-417	-23	0.86	-1	-1.5	-7	0	2
CCC(CC)NC(=O)COC(=O)CCC(=O)c1cccs1	4	4	1.1	-3	0.2	-14	2	6
O=C(COC(=O)CCC(=O)c1ccccc1)NNC(=O)c1ccc(Cl)cc1	14	3	1.1	0	-0.7	-10	0	-13
